# PriA SSB inh: inhibitors of Klebsiella pneumoniae PriA binding to SSB C-terminal tail, primary screen, biochemical, AlphaScreen. inhibition, % at 33 µM. PriA–SSB C-terminal tail interaction (Klebsiella pneumoniae). AID 1272365, 2023. 430,000 compounds, 0.6% hits. AlphaScreen SSBct-PriA binding, biotinylated peptide; in the data active = inhibition mostly above about 37%, no sharp cut-off; inactive = mostly below about 20%;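 also: plate controls were negative control peptide for no effect and reference peptide for full effect; strong numbers were not always called active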
# * = called active by the depositor; & = joins results of further samples. An excerpt; rates above refer to the full screens.
SMILES,PriA SSB inh
COc1cc(OC)nc(NN=C(c2ccccc2)c2ccncc2)n1,-4
C=CCN1C(=O)C(C)(C)COc2cc(NC(=O)C3CCCO3)ccc21 (configuration not stated),7
CCOc1ccccc1NC(=O)CSc1nc2c(-c3ccccc3)csc2c(=O)n1C,-20
Cc1c(NC(=S)NN=Cc2ccc(N(C)C)cc2)c(=O)n(-c2ccccc2)n1C,7
O=C(O)c1ccc(-n2c(=S)[nH]c3cc(Cl)ccc3c2=O)cc1,-1
Nc1nc2ccccc2n1N=Cc1ccc(-c2ccccc2)o1,14
COc1ccc(Cn2c(=O)c3nccnc3n(CC(=O)Nc3ccc(C)cc3)c2=O)cc1,-11
N#Cc1ccc(COCC2CCN(Cc3c(F)cccc3Cl)CC2)cc1,-17
O=C(Cn1cnc(-c2nc(-c3cccs3)cs2)c1)Nc1ccc(F)c(Cl)c1,3
O=c1c2ccccc2nc(-c2ccco2)n1N=Cc1ccccc1O,3
NC(=O)c1cc2cc(Cl)ccc2oc1=NNC(=O)c1cccs1,6
Cc1cc(C(O)CCNS(=O)(=O)c2ccccc2Br)c(C)o1 (configuration not stated),-21
C=CCN1c2ccccc2[C@]23C[C@@H](C(=O)OC)N(C(=O)c4ccc(Br)cc4)C2=NC(C(=O)OC)=C(C(=O)OC)[C@@H]13,3
CCOC(=O)C(=NNc1ccc(Cl)cc1)Sc1nnc(-c2ccc(OC)cc2)n1C,-9
Cc1ccc([C@H](CNC(=O)C(=O)Nc2ccncc2)N2CCOCC2)cc1,-9
Cn1nc(-c2ccc(F)cc2)cc1C(=O)N(Cc1cnc2ccccn12)C1CC1,15
COc1ccc(S(=O)(=O)NCCc2nc(C)cc(C(F)(F)F)n2)c(C)c1,-19
O=C(CCCS(=O)(=O)c1ccc(F)cc1)Nc1nc(-c2cccnc2)cs1,-1
O=C(N=Nc1c(O)[nH]c2c(Br)cc(Br)cc12)c1cc([N+](=O)[O-])cc([N+](=O)[O-])c1,27
COc1ccccc1/C=C/C=Nn1c(-c2ccco2)n[nH]c1=S,11
Cc1ccc(N2C[C@@H](CNS(=O)(=O)c3ccc4c(c3)OCCO4)CC2=O)cc1,-3
CCOc1ccccc1NC(=O)COc1coc(C(=O)N2CCc3ccccc32)cc1=O,-10
C=C(C)CNC(=S)NN=Cc1ccc([N+](=O)[O-])cc1,-13
COC(=O)c1sccc1S(=O)(=O)NCc1cnn2ccccc12,-6

# Quoted at random: 3 records from the list, in no set order.
SMILES,PriA SSB inh
Cn1nc(-c2ccc(F)cc2)cc1C(=O)N(Cc1cnc2ccccn12)C1CC1,15
Cc1ccc(N2C[C@@H](CNS(=O)(=O)c3ccc4c(c3)OCCO4)CC2=O)cc1,-3
C=CCN1c2ccccc2[C@]23C[C@@H](C(=O)OC)N(C(=O)c4ccc(Br)cc4)C2=NC(C(=O)OC)=C(C(=O)OC)[C@@H]13,3

# Going on with the list:
SMILES,PriA SSB inh
c1ccc(-c2nn(-c3ccccc3)c3c2cnc2cc4c(cc23)OCO4)cc1,-22
O=C(NN=Cc1ccco1)c1cc(=O)[nH]c2ccccc12,4
Cc1cc(Cl)c(S(=O)(=O)NN=Cc2ccc3c(c2)OCO3)c(Cl)c1,-7
CC(C)CNC(=O)c1ccc2c(=O)nc3c(-c4cccc(C(F)(F)F)c4)n[nH]n3c2c1,-3
COCCN1CCCc2ccc(NC(=O)c3ccc(Br)o3)cc21,48
COc1cccc(C(=O)NNC(=O)c2ccc(=O)n(Cc3ccccc3)c2)c1OC,-4
O=C(Nc1cccc(-c2ccc(N3CCCC3)nn2)c1)c1ccc([N+](=O)[O-])cc1,4
Cc1ccc(NC(=O)Nc2nc(CC(=O)Nc3cccc(C(F)(F)F)c3)cs2)cc1,-16
CC(=NNC(=O)c1cccc(NN=C(C)c2ccc([N+](=O)[O-])cc2)c1)c1ccc([N+](=O)[O-])cc1,-7
COc1cccc(-n2c3c(c(=S)[nH]c2=O)CCC3)c1,-3
O=C(NCC1(c2ccsc2)CCCC1)C1CCC1,-27
CS(=O)(=O)N1CCC(CNC(=O)c2cc(C3CC3)on2)CC1,-5
CCCS(=O)(=O)N1CCc2ccc(NC(=O)c3cc(OC)c(OC)c(OC)c3)cc2C1,1
Cc1ccc2nc(N3C(=O)c4cccc5cccc(c45)C3=O)sc2c1,-4
COc1ccc(S(=O)(=O)Nc2ccc3c(c2)N(C(=O)c2cccs2)CC3)cc1OC,19
Cc1ccc(N2CCCS2(=O)=O)cc1NC(=O)C(=O)NCc1ccccc1Cl,-8&3
COC(=O)c1ccccc1NC(=O)c1cccn(Cc2c(F)cccc2Cl)c1=O,-20
O=C(O)C(Sc1ncn[nH]1)c1ccccc1 (configuration not stated),-6
Cc1cc(C)n(CC2CCN(C(=O)NCc3ccc(F)cc3)CC2)n1,-2
Nc1cc(C(=O)NN=Cc2cccc([N+](=O)[O-])c2)n[nH]c1=O,3
O=C(CCCn1nc(-c2cccs2)ccc1=O)N1CCN(c2ccccc2)CC1,6
COc1ccc(N2CCN(C(=O)CCCCn3c(=O)[nH]c4cc(OC)c(OC)cc4c3=O)CC2)cc1,-3
Cc1ccc(-n2c(SCc3nc(-c4cccs4)no3)nc3ccccc3c2=O)cc1,-7
COc1ccc(/C=C/C(=O)O)cc1S(=O)(=O)Nc1cccnc1,10

# The final 5 compounds of the part above open the next one.
SMILES,PriA SSB inh
Nc1cc(C(=O)NN=Cc2cccc([N+](=O)[O-])c2)n[nH]c1=O,3
O=C(CCCn1nc(-c2cccs2)ccc1=O)N1CCN(c2ccccc2)CC1,6
COc1ccc(N2CCN(C(=O)CCCCn3c(=O)[nH]c4cc(OC)c(OC)cc4c3=O)CC2)cc1,-3
Cc1ccc(-n2c(SCc3nc(-c4cccs4)no3)nc3ccccc3c2=O)cc1,-7
COc1ccc(/C=C/C(=O)O)cc1S(=O)(=O)Nc1cccnc1,10
O=C(Nc1cc(-n2ccnc2)ncn1)c1ccc(S(=O)(=O)N2CCCC2)cc1,-17
Clc1ccc(-c2ccc(C=NNc3cc(N4CCOCC4)nc(N4CCOCC4)n3)o2)cc1,-7
COc1ccccc1C(=O)NN=C(C)c1ccc(NC(=O)Cc2ccccc2)cc1,-10
Clc1ccc(-c2cn3nc(COc4ccc(Cl)cc4Cl)n4c3c2CCCC4)cc1,4&7
COc1cc(C=NNc2cc(C)nc(N)n2)ccc1O,7
COc1ccc(C)cc1S(=O)(=O)NCC1CCN(C2CCCC2)CC1,-9
O=C(CC(NCCC1=CCCCC1)C(=O)O)Nc1ccc(Cl)c(Cl)c1 (configuration not stated),12
O=S(=O)(c1ccccc1)N1CCOC1CBr (configuration not stated),12
O=C1OC[C@@H]2CCCN2C(=O)[C@@H](CC(=O)N(CCO)Cc2ccccc2)C/C=C/C[C@@H]1Cc1ccc(F)cc1,-4
O=C(NN=Cc1ccc(-c2cccc(C(F)(F)F)c2)o1)c1ccccc1O,-17
CCCc1ccc(C(=O)Nc2ccc3c(c2)CN(S(=O)(=O)c2ccc(C)cc2)CC3)cc1,1
Cc1c(C(=O)NCc2ccnc(-c3ccsc3)c2)cnn1-c1ccccc1,3
COc1ccc(CN2C(=O)N(Cc3ccc(F)cc3Cl)c3ccccc3S2(=O)=O)cc1,-8
CS(=O)(=O)Nc1cccc(NC(=O)c2cccc(Oc3ccccn3)c2)c1,3
COc1ccc(S(=O)(=O)NCC2CCN(C(C)C)CC2)cc1Cl,-9&-3
O=C(NCCOc1ccc(-c2ccc(F)cc2)nn1)NCc1ccccc1,-8
Cc1onc(-c2ccccc2Cl)c1C(=O)N1CCN(c2ccc(N3CCOCC3)nn2)CC1,1
CCOc1ccc(-c2c(C(=O)NN=Cc3sccc3C)nnn2-c2nonc2N)cc1,4
Cc1ccc(N2CC(c3nc(-c4cccc(Cl)c4)no3)CC2=O)cc1 (configuration not stated),-5
COc1cc(C)ccc1NC(=O)Cc1csc(SCC(=O)Nc2cccc(NC(C)=O)c2)n1,9
O=C1C[C@H](CNS(=O)(=O)c2ccc3c(c2)CCCC3)CN1c1ccc(F)cc1,3
COc1ccc(NC(=O)CSc2nc3c(-c4ccc(C)cc4)csc3c(=O)n2C)cc1OC,-2
CCc1nc(SCC(=O)NCC2CCCO2)c2c3c(sc2n1)CCC3 (configuration not stated),18
Cc1cc(C)n(-c2cc(SCC(=O)Nc3cc(C)on3)ncn2)n1,-8
CCOc1cccc(-c2c(C(=O)NN=Cc3ccc(C)s3)nnn2-c2nonc2N)c1,9
O=C(Cc1csc(Nc2ccccc2)n1)N1CCN(c2ccccn2)CC1,2
O=C(CSc1ccc(NC(=O)c2cccs2)nn1)NCc1ccc2c(c1)OCO2,-1&0
CC(C)(C)S(=O)(=O)C1CCN(C(=O)CNC(=O)OCc2ccccc2)C1 (configuration not stated),-3
O=C(Cn1cc(-c2nc(-c3cnccn3)no2)ccc1=O)Nc1ccc2c(c1)OCCO2,-14
CCOC(=O)c1sc(NC(=O)CN2C(=O)CCSc3ccccc32)c(C(=O)OCC)c1C,-16&-3
Cn1c(=O)c2cc(C(=O)NCCN3CCOCC3)sc2n(C)c1=O,-17
Cn1cnnc1SCc1cc(=O)c(OCC(=O)c2ccccc2)co1,-16
COc1cn2c(cc1=O)C(=O)N(CCNC(=O)c1ccc[nH]c1=O)CC2,-7
Cc1cc(N2CCCC2)ccc1C=Nn1cnnc1,5
O=S(=O)(N=C(Nc1cccc2ccccc12)c1ccccc1)c1ccc(Br)cc1,-1
O=C(C1CCCN1c1nc2ccccc2o1)N1CCN(S(=O)(=O)C2CC2)CC1 (configuration not stated),1

# Some of these compounds in order of molecular weight, lowest first:
SMILES,PriA SSB inh
COc1cn2c(cc1=O)C(=O)N(CCNC(=O)c1ccc[nH]c1=O)CC2,-7
O=C(Cc1csc(Nc2ccccc2)n1)N1CCN(c2ccccn2)CC1,2
O=C(C1CCCN1c1nc2ccccc2o1)N1CCN(S(=O)(=O)C2CC2)CC1 (configuration not stated),1
CCOc1cccc(-c2c(C(=O)NN=Cc3ccc(C)s3)nnn2-c2nonc2N)c1,9
O=S(=O)(N=C(Nc1cccc2ccccc12)c1ccccc1)c1ccc(Br)cc1,-1
CCOC(=O)c1sc(NC(=O)CN2C(=O)CCSc3ccccc32)c(C(=O)OCC)c1C,-16&-3

# Next section.
SMILES,PriA SSB inh
Cc1ccc2nc(-c3ccc(NC(=O)c4cc5cc([N+](=O)[O-])ccc5s4)cc3)sc2c1,1
CC(=CC(=O)c1ccc(F)cc1)Nc1ccc(N2CCOCC2)cc1,11
Cn1ccc(C(=O)N(CCCN2CCOCC2)c2nc3ccccc3s2)n1,-5
O=C(NCCOc1ccc2nnc(-c3ccccc3Cl)n2n1)NCc1ccccc1,-11&-4
CCNC(=O)N1CCC(c2nnc(-c3ccco3)o2)CC1,-6
CN(C)S(=O)(=O)NCCn1nc(C(F)(F)F)n(C)c1=O,11
Cc1ccc(-c2cc(=O)n(CC(=O)Nc3ccc(C(N)=O)cc3)cn2)cc1,0
CS(=O)(=O)c1ccc(CCC(=O)N2CCC3(CC2)OCCS3)cc1,3
O=C1COc2ccc(Cl)cc2N1,-15
O=C(CC1Nc2ccccc2NC1=O)Nc1ccccc1C(F)(F)F (configuration not stated),-10&-6
Cc1cc(N2CCOCC2)nc(CNC(=O)c2cccs2)n1,-15
COc1cc(C=Nn2nnnc2N)ccc1OCc1c(C)no[n+]1[O-],-9
S=c1[nH]nc(-c2ccco2)n1N=C/C=C/c1ccco1,-4
CCOc1cc(C)c(S(=O)(=O)NCc2cccnc2)cc1C,-17&10
O=C1c2cccc3c(Cl)ccc(c23)C(=O)N1c1ccc(N=Nc2ccccc2)cc1,-6
Cc1ccsc1C(O)CNC(=O)C(=O)Nc1cccc(C(F)(F)F)c1 (configuration not stated),-6
O=C(CCc1ccc(=O)n(Cc2ccccc2)n1)Nc1ccncc1,-1
COc1cccc([C@H](CNC(=O)Cc2ccc(S(=O)(=O)C(C)C)cc2)OC)c1,-9
NC(=NOS(=O)(=O)c1ccc(Cl)cc1)c1cccnc1,6
C=CCc1c(C)nc2c(-c3ccccc3)cnn2c1Nc1ccncc1,8&9

# High-throughput results deposited in PubChem by Small Molecule Screening Facility, UW Madison.
